Furin inh – inhibitors of human furin. P09958. purified furin, fluorogenic substrate cleavage. inhibition, % at 30 µM. 0.061% of 220,000 active; in the data active = inhibition above about 25%; note: inactives centre near -15
Target sequence (P09958 108-714 limits assumed): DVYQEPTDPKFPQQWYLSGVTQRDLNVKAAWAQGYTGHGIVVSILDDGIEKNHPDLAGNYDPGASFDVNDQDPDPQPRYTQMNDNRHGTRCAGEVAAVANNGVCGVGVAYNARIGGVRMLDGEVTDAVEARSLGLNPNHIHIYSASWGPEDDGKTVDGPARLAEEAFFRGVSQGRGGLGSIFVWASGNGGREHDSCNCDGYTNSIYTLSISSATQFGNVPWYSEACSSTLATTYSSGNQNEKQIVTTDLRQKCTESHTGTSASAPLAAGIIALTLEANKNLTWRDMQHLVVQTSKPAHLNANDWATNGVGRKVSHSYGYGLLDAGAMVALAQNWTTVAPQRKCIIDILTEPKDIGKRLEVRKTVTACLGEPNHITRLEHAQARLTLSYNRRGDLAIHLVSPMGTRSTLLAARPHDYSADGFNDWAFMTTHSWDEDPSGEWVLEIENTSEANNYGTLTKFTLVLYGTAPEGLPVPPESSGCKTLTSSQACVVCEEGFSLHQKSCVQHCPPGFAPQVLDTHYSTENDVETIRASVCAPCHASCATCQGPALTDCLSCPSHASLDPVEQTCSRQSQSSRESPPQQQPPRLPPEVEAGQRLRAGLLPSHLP
Tb hexokinase – blocks Trypanosoma brucei hexokinase 1 activity. recombinant TbHK1, G6PDH-coupled NADH A340. inhibition, % at 10 µM. 0.11% of 220,000 active;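 active = inhibition of 50% or more in the single-dose primary screen; inactive = inhibition below 50%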
Runt-CBFb FRET – inhibitors of human RUNX1 Runt domain binding to CBFb; AID 1496; 0.46% of 220,000 active; Cerulean-Runt/Venus-CBFb FRET ratio 530/480, 1 h; inhibition, % at 20 µM; Q01196+Q13951;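 active = inhibition over about 50% at 20 µM in the single-dose screen, limit read from the data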;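 note: 0% = DMSO wells and 100% = excess unlabeled CBFb competitor control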
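Assay system: Cerulean-Runt domain fusion protein, energy donor; Signal: fluorescence energy transfer, 422 nm excitation, 530/480 nm emission; Timing: 1 h compound exposure, room temperature; Control set: unlabeled CBFb; Medium: Tris buffer pH 7.5 with salts and BSA; Compound: single test concentration of 20 µM, 1% DMSO final; Probe or stimulus: Venus-CBFb 100 nM.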
NCF1 inh – inhibitors of human p47phox binding | 0.53% of 220,000 active | inhibition, % at 24.7 µM | P14598 | p47phox/p22phox peptide binding, fluorescence polarization, 2 h | AID 1274;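 active = inhibition above about 30%, limit read from the data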;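 note: 0% = p47phox with labelled peptide and 100% = labelled peptide alone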
Calpain2 inh – inhibitors of pig calpain II. inhibition, % at 16 µM. AID 1236. purified calpain II, fluorogenic peptide substrate, 30 min. 0.37% of 220,000 active;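 active = inhibition above about 50%, limit read from the data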
RBBP9 inh – human RBBP9 hydrolase inhibition; O75884; recombinant RBBP9, FP-Rh probe fluorescence polarization; inhibition, % at 7.94 µM; 0.2% of 220,000 active;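 active = inhibition above the campaign mean of all tested compounds plus 3 SD, cut at about 14% in these data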;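 note: plate controls were DMSO wells with RBBP9 for no effect and wells lacking RBBP9 protein for full effect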
Target sequence (O75884 whole entry, looked up): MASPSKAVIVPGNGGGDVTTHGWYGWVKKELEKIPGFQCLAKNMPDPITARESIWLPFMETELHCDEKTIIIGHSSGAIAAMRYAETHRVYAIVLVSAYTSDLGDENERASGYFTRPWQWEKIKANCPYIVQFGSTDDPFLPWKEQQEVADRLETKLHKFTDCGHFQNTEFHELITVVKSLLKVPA
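System: RBBP9 protein / Buffer or medium: Tris/NaCl buffer pH 8.0 with 0.1% Pluronic / Probe or stimulus: Serine-hydrolase probe FP-Rh, 375 nM pre-mixing / Dosing: 7.94 µM single dose, 0.794% DMSO / Times: enzyme-compound preincubation 30 min, then probe labeling 45 min, 25 °C / Technique: fluorescence polarization (mP), excitation 525 nm, emission 598 nm / Replication: singlicate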
Runt-SMMHC FRET – blocks binding of human RUNX1 Runt domain to CBFb-SMMHC; AID 1434; Cerulean-Runt/Venus-CBFb-SMMHC FRET ratio 530/480, 1 h; Q01196+Q13951; inhibition, % at 20 µM; 0.74% of 220,000 active;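 active = mean inhibition across duplicate retests at 20 µM reaching about 50%, limit read from the data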;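 note: 0% = DMSO wells and 100% = wells with excess untagged CBFb-SMMHC; inhibitors lower the FRET ratio by blocking Runt binding to CBFb-SMMHC; some results filed as inactive read as strong as hits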
p97 inhibitor – blocks human p97 ATPase activity | inhibition, % at 8 µM | AID 1481 | P55072 | recombinant p97 ATPase, Kinase-Glo ATP luminescence, 3 h | 0.42% of 220,000 active; in the data active = inhibition above about 15%;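 note: 0% = DMSO vehicle and 100% = wells lacking enzyme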
EBV gp42 block – EBV gp42 inhibition | Q1HVG2 | 0.42% of 220,000 active | Fluorescence polarization binding assay, mP read-out | inhibition, % (tested at 21.74 µM); in the data active = inhibition above about 50%
Target sequence (Q1HVG2 whole entry, looked up): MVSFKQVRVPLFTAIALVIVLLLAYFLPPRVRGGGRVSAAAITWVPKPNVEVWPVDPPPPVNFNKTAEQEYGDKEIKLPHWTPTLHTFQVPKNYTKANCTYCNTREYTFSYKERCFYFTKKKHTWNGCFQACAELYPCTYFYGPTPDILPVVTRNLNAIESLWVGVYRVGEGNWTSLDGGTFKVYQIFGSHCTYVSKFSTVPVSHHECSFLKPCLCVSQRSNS
* marks the source's active call; other numbers are inactive results; nt = not tested or not shown; [ ] = another dose, or the depositor's remark.

mol | Furin inh | Tb hexokinase | Runt-CBFb FRET | NCF1 inh | Calpain2 inh | RBBP9 inh | Runt-SMMHC FRET | p97 inhibitor | EBV gp42 block
CC(=O)Nc1ccc(/C=C(\C#N)C(=O)NC2CCCCC2C)cc1 (stereo not drawn) | -31.2 | -30.1 | -1.2 | nt | 15.6 | 0.3 | -3.1 | 2.4 | -8.4
Cc1cc(C)c(NC(=O)COC(=O)CSc2ccc(Br)cc2C)c(C)c1 | -29.4 | 4.1 | 0.1 | -19.2 | 2.1 | -0.4 | -1.6 | 1.8 | -11.6
S=c1[nH]nc(-c2cccnc2)n1-c1ccc2c(c1)OCCO2 | -24.9 | -5.2 | 8.5 | -0.7 | -32.6 | -6.2 | 11.0 | 1.8 | -5.1
Cc1ccc(C)n1-n1c(C)nc2sc(-c3ccccc3)cc2c1=O | -18.8[20 µM] | -13.1 | 0.3 | -14.3 | 1.1 | -8.1 | -1.4 | 1.1 | 5.2
CC(OC(=O)c1ccc2c(c1)C(=O)N(Cc1ccncc1)C2=O)C(=O)Nc1cccc(Cl)c1Cl (stereo not drawn) | -21.2 | -4.2 | 0.0 | -1.4 | -54.5 | -4.3 | 1.5 | 1.6 | -19.6
CC(=O)NC(CCCCNC(=S)NC1CCCCC1)C(=O)O (stereo not drawn) | -5.8 | 4.9 | -1.9 | -4.4 | 11.3 | 1.3 | 1.7 | 0.6 | 6.6
O=C(Cn1c(=O)sc2ccccc21)Nc1ccccc1 | -11.0[20 µM] | 1.9 | 1.6 | -13.9 | -25.0 | 5.6 | 2.0 | -8.6 | -13.8
Cc1nc(-c2ccc(NS(C)(=O)=O)cc2)cs1 | -7.8[20 µM] | 3.7 | 0.1 | -3.6 | -8.0 | -3.3 | 1.0 | -0.7 | -14.6
O=C(Oc1ccc(C(=S)N2CCOCC2)cc1)c1ccccc1 | 10.8 | -3.6 | -0.2 | -2.8 | 3.3 | -3.1 | 1.9 | 2.5 | -5.5
CC1CCc2nc(N)c(C#N)c(-c3ccncc3)c2C1 (stereo not drawn) | -23.4 | -4.2 | -0.1 | nt | nt | -5.0 | -4.5 | 4.6 | nt
O=C(CCn1cnc2ccccc2c1=O)Nc1ccc(S(=O)(=O)N2CCCC2)cc1 | 7.1[20 µM] | -2.0 | 2.3 | -1.7 | -7.1 | 7.9 | -0.5 | 7.0 | -4.9
Cn1nc(-c2ccccc2)cc1NC(=O)c1cccs1 | 0.7 | 1.6 | 1.4 | -0.9 | 3.2 | 1.3 | -0.7 | 6.8 | -9.5
COc1cc([N+](=O)[O-])c2nccnc2c1 | -13.9 | -11.7 | -0.3 | 2.9 | -19.2 | 3.9 | 0.8 | 5.4 | -8.1
O=C1NCCCc2c1no[n+]2[O-] | -8.1[20 µM] | 5.5 | 3.1 | -4.0 | 18.5 | -0.4 | 0.6 | 6.1 | -10.0
Cc1cccc(Cn2ccc(-c3ccc(Cl)cc3)c(C#N)c2=O)c1 | -16.9 | -9.7 | -2.1 | -4.4 | -17.6 | 0.2 | -8.0 | 2.5 | -6.9
O=C(O)CSc1nnc(-c2ccc3c(c2)OCO3)n1-c1ccccc1 | -4.5 | 2.2 | -2.5 | -9.5 | 34.4 | -2.8 | -3.0 | -1.2 | -4.7
Cc1nnc(SCC(=O)Nc2nc(-c3ccccc3)cs2)n1N | -37.8 | 4.1 | -0.6 | -75.3 | -15.5 | -7.9 | -8.3 | 3.8 | -36.4
O=C(CCn1c(=O)c2ccccc2n(CC(=O)NC2CCCC2)c1=O)NCc1ccco1 | -20.1[20 µM] | 26.6 | -1.2 | -11.6 | -7.7 | -8.0 | -2.5 | 6.4 | -13.0
CN(C(=O)COC(=O)c1ccc(S(=O)(=O)N2CCCC2)cc1)c1ccccc1 | -19.0 | -0.1 | 2.0 | -10.3 | -10.7 | -2.1 | -4.1 | -1.3 | -8.5
Cc1ccc2nc(Cl)nc(-c3ccccc3)c2c1 | -14.6 | -1.0 | -2.4 | 4.8 | -129.6 | 1.8 | -1.4 | 0.0 | -5.8

The final two compounds of the section above open the next one:
mol | Furin inh | Tb hexokinase | Runt-CBFb FRET | NCF1 inh | Calpain2 inh | RBBP9 inh | Runt-SMMHC FRET | p97 inhibitor | EBV gp42 block
CN(C(=O)COC(=O)c1ccc(S(=O)(=O)N2CCCC2)cc1)c1ccccc1 | -19.0 | -0.1 | 2.0 | -10.3 | -10.7 | -2.1 | -4.1 | -1.3 | -8.5
Cc1ccc2nc(Cl)nc(-c3ccccc3)c2c1 | -14.6 | -1.0 | -2.4 | 4.8 | -129.6 | 1.8 | -1.4 | 0.0 | -5.8
O=[N+]([O-])c1ccc(S(=O)(=O)N2CCN=C2SCc2cccnc2)cc1 | -33.3 | -1.5 | -0.8 | -2.8 | -19.6 | -2.1 | 1.6 | 4.2 | -21.5
CC1CCCN(C(=O)CN2CCN(C(=O)c3ccco3)CC2)C1 (stereo not drawn) | -24.1[20 µM] | -4.2 | -1.5 | -19.5 | 10.4 | -1.8 | -1.1 | 3.4 | 1.3
COc1cccc(C2C(C#N)=C(N)N(c3ncn[nH]3)C3=C2C(=O)CCC3)c1 (stereo not drawn) | -9.5 | -9.9 | -0.4 | -15.6 | 0.3 | -10.5 | -2.8 | 4.1 | -7.8
CC1CCCN(C(=O)Cn2cnc3c2c(=O)n(C)c(=O)n3C)C1 (stereo not drawn) | -5.7[20 µM] | -2.3 | -0.9 | -1.6 | 18.3 | -7.5 | -2.1 | 1.5 | 11.9
Cn1c(N)c(C(=O)COC(=O)CSc2cccc3cccc(Cl)c23)c(=O)n(C)c1=O | -13.5 | -2.6 | 3.4 | -46.2 | -22.4 | -5.0 | -1.6 | 1.3 | -29.4
O=C1CC(c2ccccc2)C(C(=O)Nc2ccccc2F)N1 (stereo not drawn) | -14.2 | -2.2 | 0.2 | -4.3 | 4.7 | 3.5 | 0.8 | 8.5 | -15.2
COc1cc(C2Nc3cccc4cccc(c34)N2)cc(OC)c1O | -14.2[20 µM] | -27.4 | -6.0 | -18.5 | -47.0 | -5.2 | -24.6 | 4.4 | 11.6
COC(=O)c1ccc(OCCN2CCCCCC2)cc1 | -13.2 | 10.4 | 2.3 | -9.7 | 10.0 | -2.3 | -2.3 | 0.8 | -0.2
O=C(CSc1ncnc2[nH]ncc12)Nc1cccc(Oc2ccccc2)c1 | -25.6 | 4.5 | -9.6 | -26.4 | 42.2 | -9.1 | -1.4 | 9.9 | -25.3
CC(=O)NCc1ccc(C(=O)O)cc1 | -25.4 | 1.3 | 1.8 | -7.5 | -14.6 | -1.2 | -1.0 | 2.4 | 3.7
COc1ccc(NC(=O)/C=C2\SC(=O)NC2=O)cc1 | -15.9 | -14.1 | -1.2 | nt | -11.7 | 3.4 | -0.8 | 2.2 | -0.9
O=C(CSc1ncnc2ccccc12)Nc1ccc2c(c1)OCCO2 | -18.9 | 0.3 | -1.7 | 3.3 | -2.7 | -3.9 | 2.1 | -0.4 | 5.5
C/C=C(\C)C(=O)Nc1cccc(C2=NOC3(C2)C[C@H](C(N)=O)N(C(=O)CC#N)C3)c1 (stereo partly drawn) | -30.2 | 6.4 | 0.9 | -2.3 | -2.9 | nt | 1.8 | nt | -8.5
O=C(CCn1[nH]c(=O)c2ccccc2c1=O)OC1CCCCC1 | -24.3 | -6.5 | -0.8 | -24.8 | -32.4 | -2.0 | 1.8 | 0.1 | -17.5
O=C1C2C3C=CC(C3)C2C(=O)N1c1ccc(Cc2ccncc2)cc1 (stereo not drawn) | -24.9[20 µM] | -1.3 | -1.5 | -1.9 | 12.7 | -7.5 | -4.7 | 0.7 | -0.5
COc1ccc(CNC(=O)CSc2nc3c(c(=O)n(C)c(=O)n3C)n2C)cc1 | -7.9[20 µM] | 8.2 | nt | nt | nt | -1.5 | nt | -3.1 | nt
CCOCCn1c(N2CCN(c3ccccc3)CC2)nc2c1c(=O)[nH]c(=O)n2C | -13.6 | 6.0 | nt | -0.8 | 33.7 | -2.2 | nt | -0.7 | -16.5
C=CCn1c(SCC(=O)OCC)nc2cc(C(=O)NCc3ccco3)ccc2c1=O | -11.8[20 µM] | 0.1 | -3.1 | 3.0 | -30.6 | -7.2 | -1.1 | -0.9 | -9.2
CC(=O)Nc1nc(C)c(C(C)(C)C)s1 | -14.7 | -4.2 | 2.1 | -5.0 | 32.3 | -0.5 | 1.6 | -2.1 | -6.5
Clc1cccc(Cl)c1Cn1cnc2c(NCc3ccco3)ncnc21 | -18.4[20 µM] | -4.9 | 2.6 | -3.0 | 7.8 | 1.7 | 0.4 | 2.3 | 1.3
Cc1ccc(/C([O-])=C(/C(=S)NCc2ccccc2)[n+]2ccccc2)cc1[N+](=O)[O-] | -33.0 | -7.2 | 0.5 | -5.5 | -12.9 | -5.5 | 2.7 | 1.2 | -14.0
Fc1cccc(CN2CCN3CCCC3C2C2CCCCC2)c1 (stereo not drawn) | -28.7 | -0.4 | 0.5 | -5.1 | 0.5 | 1.9 | 2.5 | -4.2 | -7.2
Cc1ccc(C)c(NC(=O)CSc2nc3c(oc4ccccc43)c(=O)n2-c2ccccc2)c1 | -12.2 | -9.6 | -2.7 | -25.6 | -22.3 | -4.0 | 1.9 | 5.9 | -21.0
CC(=O)N(C(C)=O)c1c(C#N)c(C)n(-c2ccccc2)c1C(=O)c1ccccc1 | -20.3[20 µM] | -10.6 | -0.5 | -13.8 | -7.6 | -6.7 | -2.6 | -1.8 | -11.5
CCn1c(CSCc2ccc(Cl)cc2)n[nH]c1=S | -27.3 | 0.8 | 4.5 | -12.0 | 4.8 | -10.0 | 6.7 | 2.8 | -12.4
Cc1cc(C)cc(-c2nnc(SCC(=O)NCc3cccs3)o2)c1 | -19.9[20 µM] | -1.5 | 0.2 | -7.3 | 10.4 | -3.9 | -2.4 | -1.1 | -13.3
C=CCc1ccccc1OCC(O)CN1CCN(c2ccc(C)cc2)CC1 (stereo not drawn) | -18.1 | 10.6 | -3.5 | -10.1 | 5.4 | -1.9 | -1.2 | -5.2 | -5.5
O=C(C1CCCC1)N1CCN=C1SCc1cccc([N+](=O)[O-])c1 | -23.2 | 4.2 | -2.5 | 4.1 | 28.0 | -4.3 | -0.7 | 5.3 | -8.8
O=[N+]([O-])c1c(C(Cl)Cl)nn(-c2ccccc2)c1N1CCOCC1 | -17.6 | -2.5 | -0.8 | -5.5 | -11.5 | -5.5 | 0.0 | 6.7 | -17.6
COc1ccc(CCn2c(-c3ccc(Cl)cc3)n[nH]c2=S)cc1OC | -11.9 | 0.5 | -1.2 | -2.4 | -46.3 | -4.5 | 30.5 | 4.5 | -2.5
Cc1cc(S(=O)(=O)Cc2noc(-c3c(C)noc3C)n2)c(C)cc1Cl | -15.2 | -3.5 | -1.3 | -17.0 | 4.7 | -10.6 | 1.9 | 3.6 | -11.8
COCCN1Cc2cccc(C(=O)NCc3cccnc3)c2C1=O | -20.4 | 0.9 | 10.2 | -6.1 | 9.5 | -3.5 | -1.2 | 2.6 | -2.1
COC(=O)c1ccc(NC(=O)c2cccc(OC)c2)cc1 | -22.7 | -2.7 | -1.1 | -8.6 | -1.4 | -5.4 | 3.8 | -4.4 | -8.7

As entered above.
Fc1cccc(CN2CCN3CCCC3C2C2CCCCC2)c1 (stereo not drawn) in Tb hexokinase reads -0.4
Cc1ccc(C)c(NC(=O)CSc2nc3c(oc4ccccc43)c(=O)n2-c2ccccc2)c1 in p97 inhibitor reads 5.9
